LEDGF integ inh = blocks HIV-1 LEDGF/p75-dependent DNA integration | TR-FRET IN-LEDGF/p75 DNA integration, Eu/Cy5 | inhibition, % at 3.7 µM | actives 0.64% (n = 370,000);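 active = inhibition above the screen-wide mean plus 3 SD, cut at about 13% in these data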;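 note: signal is the Cy5 over europium emission ratio at 671 and 618 nm; 0% = plate median of compound wells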
UHRF1 binding = human UHRF1 methylated DNA binding inhibitors; inhibition, % at 4.4 µM; UHRF1 binding to methylated oligo, TR-FRET; actives 0.75% (n = 370,000); Q96T88; in the data active = inhibition above about 21%;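 note: UHRF1 SRA domain binding a hemimethylated CpG hairpin DNA probe; 0% = median of test compound wells and 100% = reference inhibitor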
SIAE inh = inhibitors of human sialic acid acetylesterase SIAE; SIAE FP-Rh probe binding, fluorescence polarization; inhibition, % at 9.66 µM; actives 0.69% (n = 370,000); AID 1053197;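 active = inhibition above a cutoff: mean of compounds within the control limits plus 3 SD of those, cut at about 17% in these data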;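 note: 0% = plate median of compound wells and 100% = probe without SIAE protein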
Target sequence (Q9HAT2 whole entry, looked up): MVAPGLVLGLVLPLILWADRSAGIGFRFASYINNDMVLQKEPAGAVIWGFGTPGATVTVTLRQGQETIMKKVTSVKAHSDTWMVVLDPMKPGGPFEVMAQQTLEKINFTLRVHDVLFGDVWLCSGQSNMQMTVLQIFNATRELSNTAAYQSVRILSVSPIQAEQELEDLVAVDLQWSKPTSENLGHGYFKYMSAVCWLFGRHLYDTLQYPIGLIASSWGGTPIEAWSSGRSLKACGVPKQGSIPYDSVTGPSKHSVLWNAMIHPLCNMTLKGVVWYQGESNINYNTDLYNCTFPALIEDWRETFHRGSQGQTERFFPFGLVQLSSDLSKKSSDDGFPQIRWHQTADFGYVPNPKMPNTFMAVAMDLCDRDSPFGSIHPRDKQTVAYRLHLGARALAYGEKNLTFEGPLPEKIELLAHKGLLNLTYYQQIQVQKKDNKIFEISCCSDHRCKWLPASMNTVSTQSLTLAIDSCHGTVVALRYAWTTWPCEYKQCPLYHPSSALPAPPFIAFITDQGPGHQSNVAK
MBD2 inh = inhibitors of human MBD2 binding to methylated oligonucleotide; Q9UBB5; TR-FRET; inhibition, % at 4.4 µM; actives 0.31% (n = 370,000); AID 686964; in the data active = inhibition above about 13%
PRMT1 inh = blocks human protein arginine methyltransferase 1. AID 652257. recombinant PRMT1, activity-based probe fluorescence polarization. inhibition, % at 2.79 µM. Q99873. actives 1.3% (n = 370,000);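 active = inhibition above about 21% made by adding two undisclosed values, limit read from the data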
DDE Tn6 FP inh = disrupts Tn6 cyclic peptide binding to fibrin D-Dimer-E complex. P02675. Fibrin DD(E) TRITC-Tn6 fluorescence polarization displacement. inhibition, % at 8.3 µM. actives 0.21% (n = 370,000). AID 720509;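 active = inhibition above a per-campaign cutoff: mean of compounds within control limits plus 3 SD, cut at about 15% in these data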;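 note: 0% = median of all compound wells on the plate and 100% = blocking peptide control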
Target sequence (P02675 whole entry, looked up): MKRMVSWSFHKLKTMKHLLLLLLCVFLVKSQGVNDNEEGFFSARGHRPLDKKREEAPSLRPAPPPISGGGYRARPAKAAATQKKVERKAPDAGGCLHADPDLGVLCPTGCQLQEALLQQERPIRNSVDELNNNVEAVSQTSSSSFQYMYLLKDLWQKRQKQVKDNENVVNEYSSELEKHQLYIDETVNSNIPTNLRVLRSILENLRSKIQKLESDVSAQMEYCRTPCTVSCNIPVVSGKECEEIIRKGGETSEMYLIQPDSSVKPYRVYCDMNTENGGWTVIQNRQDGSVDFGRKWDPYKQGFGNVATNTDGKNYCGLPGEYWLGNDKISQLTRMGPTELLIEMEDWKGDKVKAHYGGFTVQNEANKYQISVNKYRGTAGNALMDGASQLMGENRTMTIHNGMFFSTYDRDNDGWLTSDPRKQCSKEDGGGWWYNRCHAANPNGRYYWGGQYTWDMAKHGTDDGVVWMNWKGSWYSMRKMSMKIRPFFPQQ
KLK7 zymogen act = activates the human kallikrein-7 zymogen; P49862; purified proKLK7, EDANS-DABCYL substrate fluorescence; 100% is mature enzyme control, 0% vehicle; activation, % at 7 µM; actives 0.9% (n = 370,000); AID 652039;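 active = activation above the mean of all tested compounds plus 3 SD, computed per campaign excluding outliers beyond control limits, cut at about 13% in these data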
Tn7 DDE FP = inhibitors of Tn7 peptide binding to human fibrin DD(E). inhibition, % at 8.3 µM. P02675. FP displacement of FITC-Tn7 peptide from fibrin DD(E); 0% = median of compound wells per plate. actives 0.13% (n = 370,000);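 active = inhibition above the mean of compounds falling within the control limits plus 3 SD of them, cut at about 14% in these data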;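 note: 0% = plate median of compound wells and 100% = 10 µM Aha-Tn7 peptide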
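Test system – human fibrin DD(E) · Times – 10 min preincubation, 3 h with tracer, room temperature · Detection – fluorescence polarization of the labelled Tn7 tracer · Measure – percent inhibition normalized to high-control wells · Benchmarks – high control wells with 10 µM unlabelled Aha-Tn7 peptide (full inhibition) · Repeats – singlicate testing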
TDP2 absorb = TDP2 (human) inhibition, absorbance primary screen. recombinant TDP2, T5PNP hydrolysis, p-nitrophenol absorbance 415 nm. actives 0.34% (n = 370,000). inhibition, % at 12.8 µM;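 active = inhibition above the mean of all tested compounds plus 3 SD, set per campaign, cut at about 25% in these data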;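 note: 0% = DMSO with enzyme and 100% = buffer with substrate but no TDP2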
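Incubation: 2 h at 37 °C; Test system: recombinant human TDP2; Quantity: enzyme 120 nM; Read-out basis: percent inhibition; Medium: 50 mM Tris-HCl pH 7.5 with Mg2+, KCl, DTT, BSA; Repeats: single replicate; Compound: 12.8 µM single point, 1% DMSO; Signal: epi absorbance; Reagent: 5 mM T5PNP chromogenic substrate; Benchmarks: no-enzyme high, DMSO-plus-enzyme low.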
TCR-CD3 inh = blocks the human TCR-CD3 interaction; actives 0.37% (n = 360,000); inhibition, % at 9.4 µM; TAMRA-labeled TCR probe fluorescence, biochemical; in the data active = inhibition above about 19%;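 note: recombinant mutant TCR 2C K166C tagged with TAMRA read by polarization; 0% = receptor in buffer alone and 100% = receptor with positive control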
Numbers without * were called inactive; / = no result given; & = joins results of further samples.

SMILES	LEDGF integ inh	UHRF1 binding	SIAE inh	MBD2 inh	PRMT1 inh	DDE Tn6 FP inh	KLK7 zymogen act	Tn7 DDE FP	TDP2 absorb	TCR-CD3 inh
CCOC(=O)c1ccc(COC(=O)c2cc(=O)[nH]c3ccccc23)o1	0.7	15.1	-2.2	6.6	-4.0	-1.2	-17.7	-2.4	-7.4	-2.9
O=C(c1cc2ccccc2oc1=O)N(Cc1cccs1)CC1CCCO1 (configuration not stated)	0.1	-1.5	3.9	-2.6	-0.9	6.4	-0.3	-4.4	-7.6	-1.3
Cc1ccc(S(=O)(=O)CC(=O)c2ccc3c(c2)OCCO3)cc1	-3.8	2.5	-8.0	-2.6	2.9	-3.7	0.8	4.4	-0.3	-4.9
CC(C)Oc1ccc2ccccc2c1CNC[C@H]1O[C@@H](n2ccc(=O)[nH]c2=O)[C@H](O)[C@@H]1O	-2.4	-1.6	7.8	-1.7	1.1	-2.2	-0.2	1.8	7.3	0.8
CCOC(=O)C1=CC[C@H]2c3c(c4ccccc4n3C)C[C@H]1N2C	0.4	-0.9	8.7	7.4	4.3	4.9	-0.1	-2.4	6.2	1.9
O=[N+]([O-])c1cc(C(F)(F)F)ccc1N1CCN(S(=O)(=O)c2ccc3ccccc3c2)CC1	-2.3	6.5	-4.6	8.0	4.3	-5.0	-0.3	0.6	-10.2	-3.2
O=C(Nc1ccc2c(c1)OCO2)[C@@H]1[C@@H]2C(=O)N(C3CCCCC3)C(=O)[C@@H]2C2c3ccccc3C=CN21 (some centres not stated)	-0.4	-5.8	8.6	-1.1	2.9	3.2	-0.8	4.4	5.1	-2.4
O=C(NNS(=O)(=O)c1ccc(Br)cc1)c1ccccc1-n1cccc1	-3.0	-0.1	2.3	1.2	-0.3	-7.0	-0.2	-2.5	-0.1	4.3
O=C1CCc2cc(S(=O)(=O)N3CCN(c4ccccc4Cl)CC3)ccc2N1	3.5	-1.0	-4.3	0.3	-3.5	-5.9	0.4	-5.4	5.7	/
Cn1c2ccccc2c2cnn(CC(=O)Nc3cccc(F)c3)c(=O)c21	-0.2	0.5	-25.0	-2.2	-0.3	-0.7	0.4	-5.1	4.4	2.9
COc1ccc(/C=N/NC(=O)c2cc(C34CC5CC(CC(C5)C3)C4)[nH]n2)cc1OC	-0.5	-2.5	-20.6	-8.0	0.5	-4.6	-1.1	2.4	-3.8	-2.9
COc1ccc(-c2oc3ccccc3c2C(=O)OCc2ccccc2)cc1	-0.6	-2.4	-5.5	-5.0	-2.2	5.9	-70.6	5.4	-7.8	0.6
COc1ccc2c(c1OC)C(=O)OC2Nc1nc(-c2ccc(-c3ccccc3)cc2)cs1 (configuration not stated)	-0.3	0.7	4.6	-1.2	3.0	1.0	-0.8	-1.1	3.4	4.6
CC1CCN(C(=O)CSc2ccc(-c3cccnc3)nn2)CC1	-3.4	7.1	-1.8	6.3	7.9	-1.7	0.2	2.3	-12.7	-4.0
COC(=O)C(C(=O)Nc1nc2ccccc2s1)C1CCCC1 (configuration not stated)	6.3	-0.5	-6.5	1.1	-0.6	-3.0	0.6	-7.9	6.9	4.7
Cc1ccc(S(=O)(=O)Nc2nc3ccccc3nc2NCC2CCCO2)c(C)c1 (configuration not stated)	4.8	5.9	-2.4	-0.5	-1.7	-10.0	4.0	-2.0	-12.8	-18.7
COc1ccc(C(C)=O)cc1CSc1nnc(-c2ccc(Cl)cc2)n1-c1ccccc1	-0.8	-2.8	0.8	-0.4	-2.4	-1.1	0.5	-2.9	-15.1	-0.5
Cn1c(NCc2c(O)ccc3ccccc23)nc2ccccc21	-2.9	-5.6	15.7	2.9	4.8	-5.1	-0.7	-0.5	5.2	-1.8
Nc1ccccc1C(=O)NN=Cc1cccc([N+](=O)[O-])c1	3.1	2.7	-4.4	-2.0	-3.2	0.8	0.8	-1.2	-13.2	3.3
COCCOC(=O)C1=C(C)NC(=O)NC1c1c(Cl)nc2ccccn2c1=O (configuration not stated)	-0.5	-2.5	1.1	2.0	4.5	1.5	0.3	-0.7	-2.5	-1.2
COc1ccc(C(C)(O)c2nc(-c3ccc(OC)nc3)cs2)cc1 (configuration not stated)	-3.9	1.8	1.9	-2.8	1.7	-2.0	0.4	-0.1	3.8	-4.3
O=C(NCCCNCc1ccccc1)c1ccccn1	-2.2&-3.8	-2.2&-0.2	0.9&-0.3	2.5&2.0	3.4&0.0	-5.0&0.1	-0.3&0.1	0.4&-6.6	0.4&0.6	-3.2&-4.5
O=C(Cn1nc2ccccc2n1)N/N=C/c1ccc(F)cc1	-1.8	0.4	2.4	2.8	0.9	1.4	-0.4	-0.4	12.7	-7.1
CCCN(CC1CC1)C(=O)CNc1nnnn1-c1ccccc1	2.3	4.9	0.3	2.1	-3.0	4.8	-0.2	-11.0	-3.0	/
COCCN(C(=O)COC(=O)COc1ccc(Cl)c(C)c1)c1c(N)n(Cc2ccccc2)c(=O)[nH]c1=O	1.6	-0.4	3.2	-1.6	0.4	7.1	-2.1	-6.9	7.3	8.6

Other compounds follow.
SMILES	LEDGF integ inh	UHRF1 binding	SIAE inh	MBD2 inh	PRMT1 inh	DDE Tn6 FP inh	KLK7 zymogen act	Tn7 DDE FP	TDP2 absorb	TCR-CD3 inh
COc1ccccc1C(=O)Nc1ccc(CN2CCCCC2)cc1	0.9	-2.1	-4.0	-0.6	-1.6	-1.0	0.4	3.1	0.1	0.0
O=C(CCN1CCN(c2ccccc2)CC1)Nc1ccc(OCc2ccccc2)cc1	-1.0	9.9	9.1	5.0	0.8	-6.1	0.1	-2.4	8.2	-4.5
CCc1ccc(OC)c(-c2csc(N)n2)c1	0.1	1.1	-1.8	4.2	3.5	-5.7	0.4	3.1	10.2	0.5
COC(=O)c1ccc2c(c1)C(C)(C)C(/C=C/c1ccc(OC)c(OC)c1OC)=[N+]2C	-8.2	1.9	-43.4	-6.8	2.1	129.5*	-3.7	-29.3	-11.9	-49.1
CCOCCCNC(=O)CCN1C(=O)c2ccccc2Sc2ncccc21	-0.4	-3.6	-1.5	2.7	-1.9	0.1	0.0	-5.6	-4.9	3.0
COC(=O)[C@H]1C[C@@]2(C)c3ccccc3N(S(=O)(=O)c3ccccc3)[C@H]2N1C(=O)CNC1CCCCC1	-1.3	0.5	2.9	0.2	1.6	-4.6	-0.1	-7.5	4.1	/
COc1ccc(OC)c(NC(=O)c2cc3ccccc3cc2OC)c1	4.2	1.6	-2.4	-1.6	1.1	1.0	-0.6	-3.4	-15.4	-0.3
COc1ccc(CC(=O)N2CCN(C(=O)Cc3ccc(OC)c(OC)c3)CC2)cc1OC	1.8	0.1	-5.7	-2.6	-1.0	1.2	0.2	-1.8	11.5	8.4
CCN(CC(=O)NCc1cccs1)C(=O)/C=C/c1cccc(OC)c1OC	2.5	-1.3	5.8	-5.9	-0.6	5.3	1.4	8.7	2.9	-1.7
Cc1ccc(Cl)cc1N1CCN(CC(=O)NC2CCCc3ccccc32)CC1 (configuration not stated)	-0.7	-0.4	-4.0	5.4	-2.5	10.5	0.1	-6.8	-0.7	5.0
COc1ccc(C)cc1NC(=O)NC1CCN(Cc2ccccc2)CC1	-0.3	3.3	-5.2	1.1	2.2	-7.0	-0.2	2.2	0.2	-1.9
O=C(CSc1ccccc1)N/N=C/c1ccccc1O	-3.2	-1.8	4.0	-0.1	-0.8	12.7	-5.1	-5.6	-7.3	4.5
CCC12CN3CCN(CC(C3)/C1=N\NC(=O)c1ccc(Cl)cc1)C2	7.2	0.1	-4.8	-1.9	-2.7	-1.4	-0.1	2.1	-13.9	4.1
O=C(Nc1cc(Cl)ncn1)c1ccccc1	3.6	3.8	3.7	-0.1	1.7	0.7	-0.2	6.7	2.2	-11.6
CCC(=O)NC(NCC1CCCO1)C(Cl)(Cl)Cl (configuration not stated)	-1.3	-2.2	8.6	1.1	-0.5	7.8	-0.5	2.9	3.6	-2.1
COc1cccc(CNC(=O)C2CCN(S(=O)(=O)N3CCCCC3)CC2)c1	2.6	3.6	-2.0	2.2	3.9	4.9	-0.3	0.8	-4.3	0.7
C=CCOc1ccc(/C=N/O)cc1Cl	0.3	-2.1	-2.7	-3.6	-2.9	9.1	0.2	-1.5	8.2	5.2
OC[C@@H]1CN(Cc2ccccc2)C[C@H](n2ccc3c(N4CCCC4)ncnc32)O1	7.1	-1.8	6.6	5.4	-3.3	1.3	-0.1	5.9	2.7	5.6
CCN(CC)CCNCc1cc(Cl)ccc1OCc1ccccc1F	1.3	-2.2	3.0	0.3	1.7	7.3	0.0	1.3	12.2	1.6
COc1ccc(CC(=O)Nc2sc3c(c2C(N)=O)CCCC3)cc1OC	-0.1	-1.0	8.7	-0.9	0.7	0.1	0.8	4.1	4.3	-1.5
Clc1ccc(-n2ncc3c(NCC4CCCO4)ncnc32)cc1 (configuration not stated)	-4.2	-0.6	-4.1	4.1	-1.1	8.5	0.5	1.3	7.4	0.6
Cc1nnc(Nc2ccccc2F)s1	3.1	-0.2	2.8	-4.4	-3.4	-2.0	0.1	5.2	3.6	7.7
CCOC(=O)c1c(C)[nH]c(NC(=O)Nc2c(C)n(C)n(-c3ccccc3)c2=O)c1C	-2.1	-6.4	6.9	-5.8	5.7	5.5	0.2	6.0	3.9	5.2
COC[C@@H](O)[C@H]1OCc2cc(OC)ccc2[C@@H]1/C=C/c1ccccc1	-3.6	2.4	0.2	3.6	-1.9	-2.3	0.4	7.2	6.7	3.0
Cc1ccccc1-n1nc(C)c2cc(C(=O)NC3CC3)sc21	-9.1	1.2	-7.8	3.6	2.7	2.9	0.9	8.5	-8.6	0.1
CC(=O)NC1C(=O)N(C)c2ccc(Br)cc21 (configuration not stated)	3.1	0.8	-0.5	1.3	3.7	0.5	0.2	8.2	5.0	-3.3
NS(=O)(=O)c1cccc(NC(=O)COC(=O)CNC(=O)c2ccc(-c3ccccc3)cc2)c1	-4.0	7.6	-13.9	7.6	3.6	-0.3	-0.6	5.4	5.4	-10.7
COc1ccnc(N2CCN(c3ccc(Cl)cc3)CC2)c1C#N	-8.1	-3.3	3.8	-5.9	0.2	-1.5	-0.3	8.3	-5.1	12.2
CCOC(=O)c1ccc(N(CC2CO2)S(=O)(=O)c2ccc(C)cc2)cc1 (configuration not stated)	1.1	-2.0	-1.3	-5.5	-0.7	1.5	0.2	2.7	1.9	-2.5
COc1ccc(-c2cc(-c3nnc(SCC(=O)Nc4ccc(-c5nc6ccc(C)cc6s5)cc4)n3N)[nH]n2)cc1	0.4	-0.3	-1.7	-3.5	-3.5	0.4	0.2	-2.5	0.4	/

Whole records as entered above. Screens in order: LEDGF integ inh	UHRF1 binding	SIAE inh	MBD2 inh	PRMT1 inh	DDE Tn6 FP inh	KLK7 zymogen act	Tn7 DDE FP	TDP2 absorb	TCR-CD3 inh
COc1cccc(CNC(=O)C2CCN(S(=O)(=O)N3CCCCC3)CC2)c1 is listed as 2.6	3.6	-2.0	2.2	3.9	4.9	-0.3	0.8	-4.3	0.7
COc1ccnc(N2CCN(c3ccc(Cl)cc3)CC2)c1C#N is listed as -8.1	-3.3	3.8	-5.9	0.2	-1.5	-0.3	8.3	-5.1	12.2

Screening results deposited in PubChem BioAssay by The Scripps Research Institute Molecular Screening Center.
